MBD2 inh = inhibitors of human MBD2 binding to methylated oligonucleotide; AID 686964; Q9UBB5; TR-FRET; inhibition, % at 4.4 µM; 370,000 compounds, 0.31% hits; in the data active means inhibition above about 13%
TCR CD3 inh = blocks the human TCR-CD3 interaction; 360,000 compounds, 0.37% hits; inhibition, % at 9.4 µM; TAMRA-labeled TCR probe fluorescence, biochemical; AID 651800; in the data active means inhibition above about 19%;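 further: recombinant mutant TCR 2C K166C tagged with TAMRA read by polarization; 0% = receptor in buffer alone and 100% = receptor with positive control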
SIAE inh = human SIAE inhibition, primary screen; inhibition, % at 9.66 µM; SIAE FP-Rh probe binding, fluorescence polarization; 370,000 compounds, 0.69% hits; Q9HAT2;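 active means inhibition above a cutoff: mean of compounds within the control limits plus 3 SD of those, cut at about 17% in these data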;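 further: 0% = plate median of compound wells and 100% = probe without SIAE protein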
PRMT1 FP inh = blocks human protein arginine methyltransferase 1; Q99873; recombinant PRMT1, activity-based probe fluorescence polarization; inhibition, % at 2.79 µM; 370,000 compounds, 1.3% hits;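 active means inhibition above about 21% made by adding two undisclosed values, limit read from the data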
TDP2 inh = blocks human TDP2 phosphodiesterase activity | O95551 | recombinant TDP2, T5PNP hydrolysis, p-nitrophenol absorbance 415 nm | inhibition, % at 12.8 µM | 370,000 compounds, 0.34% hits | AID 720702;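 active means inhibition above the mean of all tested compounds plus 3 SD, set per campaign, cut at about 25% in these data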;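 further: 0% = DMSO with enzyme and 100% = buffer with substrate but no TDP2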
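System – recombinant human TDP2 · Quantity – TDP2 enzyme at 120 nM final · Doses – single concentration, 12.8 µM nominal, with 1% DMSO · Incubation – 2 h at 37 °C · Measured by – epi absorbance of p-nitrophenol freed from T5PNP by hydrolysis · Read-out – % inhibition relative to enzyme-containing and enzyme-free wells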
KLK7 zymogen act = activates the human kallikrein-7 zymogen; P49862; purified proKLK7, EDANS-DABCYL substrate fluorescence; 100% is mature enzyme control, 0% vehicle; activation, % at 7 µM; 370,000 compounds, 0.9% hits; AID 652039;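 active means activation above the mean of all tested compounds plus 3 SD, computed per campaign excluding outliers beyond control limits, cut at about 13% in these data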
Target sequence (P49862 whole entry, looked up): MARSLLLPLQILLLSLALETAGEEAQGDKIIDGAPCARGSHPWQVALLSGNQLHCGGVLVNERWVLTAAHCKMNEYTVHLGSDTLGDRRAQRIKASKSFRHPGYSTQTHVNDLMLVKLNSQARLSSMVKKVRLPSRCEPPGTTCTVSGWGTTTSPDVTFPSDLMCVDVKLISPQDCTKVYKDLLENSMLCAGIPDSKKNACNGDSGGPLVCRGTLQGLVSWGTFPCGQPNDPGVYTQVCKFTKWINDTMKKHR
DDE Tn6 FP inh = inhibitors of Tn6 peptide binding to human fibrin DD(E) | P02675 | Fibrin DD(E) TRITC-Tn6 fluorescence polarization displacement | inhibition, % at 8.3 µM | 370,000 compounds, 0.21% hits | AID 720509;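 active means inhibition above a per-campaign cutoff: mean of compounds within control limits plus 3 SD, cut at about 15% in these data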;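 further: 0% = median of all compound wells on the plate and 100% = blocking peptide control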
LEDGF integ inh = blocks HIV-1 LEDGF/p75-dependent DNA integration; 370,000 compounds, 0.64% hits; inhibition, % at 3.7 µM; AID 743269; TR-FRET IN-LEDGF/p75 DNA integration, Eu/Cy5;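 active means inhibition above the screen-wide mean plus 3 SD, cut at about 13% in these data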;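 further: signal is the Cy5 over europium emission ratio at 671 and 618 nm; 0% = plate median of compound wells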
UHRF1 binding = human UHRF1 methylated DNA binding inhibitors. 370,000 compounds, 0.75% hits. AID 687016. Q96T88. UHRF1 binding to methylated oligo, TR-FRET. inhibition, % at 4.4 µM; in the data active means inhibition above about 21%;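 further: UHRF1 SRA domain binding a hemimethylated CpG hairpin DNA probe; 0% = median of test compound wells and 100% = reference inhibitor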
Target sequence (Q96T88 whole entry, looked up, the tested form may be a part): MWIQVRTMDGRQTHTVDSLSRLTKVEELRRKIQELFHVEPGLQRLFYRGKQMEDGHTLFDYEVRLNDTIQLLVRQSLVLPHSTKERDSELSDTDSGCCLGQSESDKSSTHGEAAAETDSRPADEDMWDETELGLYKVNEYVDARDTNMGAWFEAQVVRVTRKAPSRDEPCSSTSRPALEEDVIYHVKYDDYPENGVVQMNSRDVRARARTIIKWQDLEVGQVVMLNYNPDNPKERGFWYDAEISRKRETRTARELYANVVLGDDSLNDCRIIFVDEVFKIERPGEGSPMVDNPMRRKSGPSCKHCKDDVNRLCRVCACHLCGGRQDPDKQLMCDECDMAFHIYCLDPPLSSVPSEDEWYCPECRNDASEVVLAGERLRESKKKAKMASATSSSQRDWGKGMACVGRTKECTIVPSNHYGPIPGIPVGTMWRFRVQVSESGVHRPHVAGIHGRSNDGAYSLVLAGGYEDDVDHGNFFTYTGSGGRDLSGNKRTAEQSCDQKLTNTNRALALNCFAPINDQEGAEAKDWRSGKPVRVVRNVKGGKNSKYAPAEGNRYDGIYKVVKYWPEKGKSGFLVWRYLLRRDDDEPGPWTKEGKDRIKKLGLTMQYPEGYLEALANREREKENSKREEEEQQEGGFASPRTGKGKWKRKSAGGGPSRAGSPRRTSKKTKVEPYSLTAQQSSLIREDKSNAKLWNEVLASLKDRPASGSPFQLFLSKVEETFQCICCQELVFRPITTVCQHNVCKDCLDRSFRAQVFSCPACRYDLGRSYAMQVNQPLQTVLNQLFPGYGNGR
DDE Tn7 FP inh = inhibitors of Tn7 peptide binding to human fibrin DD(E) | P02675 | FP displacement of FITC-Tn7 peptide from fibrin DD(E); 0% = median of compound wells per plate | inhibition, % at 8.3 µM | 370,000 compounds, 0.13% hits;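 active means inhibition above the mean of compounds falling within the control limits plus 3 SD of them, cut at about 14% in these data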;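 further: 0% = plate median of compound wells and 100% = 10 µM Aha-Tn7 peptide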
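System: human fibrin DD(E); quantity: Fibrin-DD(E) at 2 µM final; also added: fluorescent Tn7 probe at 0.1 µM; compound dosing: single nominal test concentration of 8.3 µM per compound; schedule: 10 min preincubation, 3 h with tracer, room temperature; detection: fluorescence polarization of the labelled Tn7 tracer; repeats: one replicate per compound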
* marks the source's active call; other numbers are inactive results; . = not tested or not shown.

SMILES | MBD2 inh | TCR CD3 inh | SIAE inh | PRMT1 FP inh | TDP2 inh | KLK7 zymogen act | DDE Tn6 FP inh | LEDGF integ inh | UHRF1 binding | DDE Tn7 FP inh
CCCN(C)C[C@@H]1OCCCC[C@@H](C)Oc2ccc(NS(=O)(=O)c3ccc(OC)cc3)cc2C(=O)N([C@H](C)CO)C[C@@H]1C | 3 | 0 | 7 | 3 | -9 | -0.6 | 4 | 0 | 3 | 3
Cc1ccc(NC(=O)C2CCN(S(C)(=O)=O)CC2)cc1C | 4 | 5 | -5 | -1 | 7 | -0.6 | 6 | -1 | -1 | -5
Cc1ccc2nc(SCC(=O)NCCCN3CCCC3=O)[nH]c2c1 | 4 | -10 | 4 | 6 | 2 | -0.3 | 5 | -1 | 5 | 2
Cc1cc(C(F)F)n2nc(C(=O)Nc3cccc(C(F)(F)F)c3)nc2n1 | -3 | 5 | -3 | 2 | -2 | -0.2 | -2 | -4 | 1 | -7
CCOc1ccc(OCCSc2nnnn2-c2ccccc2)cc1 | 1 | 2 | -6 | -1 | 0 | 1.0 | -1 | -1 | -2 | 3
COc1cc(NC(=O)CSc2nnc(Cn3nnc4ccccc43)n2C)cc(OC)c1 | 7 | 8 | 2 | -2 | 9 | -0.6 | 2 | 0 | 1 | -8
CC(=O)c1cccc(NC(=O)c2csc3c2CCCCC3)c1 | 3 | 4 | -5 | 1 | -13 | -0.1 | -12 | 2 | 3 | -2
O=C(CSc1nc(=O)[nH]c2c1CCCC2)Nc1cc(C(F)(F)F)cc(C(F)(F)F)c1 | 0 | 4 | -5 | 2 | -1 | -0.1 | 0 | 3 | -2 | -1
O=C(Nc1cccc(-c2csc(Nc3cccc(C(F)(F)F)c3)n2)c1)c1cc([N+](=O)[O-])cc(C(F)(F)F)c1 | 1 | 8 | 4 | 0 | 9 | 0.4 | -7 | 3 | 1 | -4
O=C(Nc1nc2ccccc2s1)C1CCCO1 (stereo not given) | -2 | 3 | 6 | 1 | 14 | 0.1 | 1 | 0 | -2 | -3
O=C(NC(=S)NNC(=O)c1ccccc1O)c1ccc(F)cc1 | 0 | 8 | 11 | -3 | 6 | -0.7 | -1 | -1 | -2 | 2
COc1ccc2c(c1C(=O)/C=C/c1ccccc1)OC(C)(C)C=C2 | 10 | . | -3 | 7 | 1 | . | -8 | -6 | 2 | 2
COc1ccccc1NS(=O)(=O)c1ccc2oc(SCC(C)=O)nc2c1 | 5 | -7 | 2 | 11 | 3 | -0.6 | -9 | -5 | 2 | 4
CCOC(=O)CC/C(=N\NC(N)=O)c1ccc(OC)c(Cl)c1 | 2 | -6 | 6 | 1 | -1 | -0.4 | -2 | 4 | -2 | 5
COC(=O)[C@]12C[C@H](CC(=O)N3CCN(C(=O)c4ccco4)CC3)C(=O)N(CCC3=CCCCC3)C1=C[C@H](C(C)C)O[C@@H]2C1CC1 | 6 | . | 2 | -4 | -1 | 0.6 | 2 | -4 | 3 | -2
CCCCOC(=O)c1ccc(NC(=O)c2ccoc2C)cc1 | 3 | 7 | 0 | -3 | -4 | 0.3 | 7 | 2 | 2 | 7
Cc1cccc(NC(=O)CCC2CCN(C(=O)c3ccc(C)s3)CC2)c1 | 1 | -7 | -5 | -5 | -10 | 0.2 | 6 | 5 | 4 | 0
COc1ccc(C(CNC(=O)C2CC(=O)N(Cc3ccccc3)C2)N2CCOCC2)cc1 (stereo not given) | -4 | -8 | 9 | 1 | 7 | 0.4 | 1 | 0 | 2 | 4
O=c1[nH]c(Cc2cccc(C(F)(F)F)c2)nc2ccccc12 | 1 | 1 | 4 | 2 | 9 | 0.4 | -4 | -2 | -2 | 0
Cc1ccc(C)c(S(=O)(=O)N/N=C/c2ccc(N3CCOCC3)cc2)c1 | -3 | -3 | 5 | 2 | 21 | -0.3 | -4 | -1 | 0 | 2
CC(C)c1ccc(NC(=O)NC2(C(=O)NCc3cccnc3)CCCCC2)cc1 | 5 | -5 | 7 | 3 | -3 | 0.4 | -3 | -6 | -1 | 0
COc1cccc(C(=O)NC2CC(C)(C)Cc3c2cnn3-c2cccc(F)c2)c1OC (stereo not given) | -2 | -1 | 3 | -3 | 7 | -0.3 | 3 | 0 | -2 | -5
O=C(NNC(=O)C1CC(c2cccnc2)=NO1)Nc1cccc(F)c1 (stereo not given) | -3 | 4 | -2 | 1 | -12 | 0.0 | 1 | -1 | 0 | -2
CCOc1cc2[nH]c(=O)n(CCCCC(=O)NC3CCCCCC3)c(=O)c2cc1OCC | 4 | 4 | -4 | -3 | 1 | -0.2 | 7 | 3 | -3 | -3
CC(=O)c1ccc(S(=O)(=O)NCCc2csc(-c3cccnc3)n2)cc1 | 2 | 3 | -5 | 1 | -6 | -0.1 | 6 | 0 | 2 | -5

Single entries from above.
Cc1ccc(C)c(S(=O)(=O)N/N=C/c2ccc(N3CCOCC3)cc2)c1 in UHRF1 binding shows 0
CCOC(=O)CC/C(=N\NC(N)=O)c1ccc(OC)c(Cl)c1 in DDE Tn6 FP inh shows -2
COC(=O)[C@]12C[C@H](CC(=O)N3CCN(C(=O)c4ccco4)CC3)C(=O)N(CCC3=CCCCC3)C1=C[C@H](C(C)C)O[C@@H]2C1CC1 in DDE Tn7 FP inh shows -2

Later entries.
SMILES | MBD2 inh | TCR CD3 inh | SIAE inh | PRMT1 FP inh | TDP2 inh | KLK7 zymogen act | DDE Tn6 FP inh | LEDGF integ inh | UHRF1 binding | DDE Tn7 FP inh
Cc1cnn(-c2cc(N/N=C/c3ccccc3F)ncn2)c1 | -3 | -9 | -4 | -1 | -15 | -0.6 | 2 | -2 | 5 | -2
Cc1cccc(N2C(=O)N3[C@H](c4ccc(F)cc4)[C@@H]4C(=O)N(C5CCCCC5)C(=O)[C@@H]4[C@]3(Cc3ccc(Cl)cc3)C2=O)c1 | 2 | 5 | -14 | 0 | 7 | 0.2 | 0 | -2 | -4 | 5
O=C(CN1CCN(S(=O)(=O)c2cccc(F)c2)CC1)NCC1(N2CCOCC2)CCCCC1 | -5 | 5 | 3 | 0 | 11 | 0.4 | 0 | 0 | -2 | -1
COc1cc(CC(CC(=O)c2ccc3c(c2)OCO3)C(=O)O)cc(OC)c1OC (stereo not given) | -5 | 0 | 3 | 2 | 4 | 0.3 | 0 | 2 | 1 | 5
Oc1ccc(Br)cc1/C=N/Nc1nc(N2CCCCC2)nc(N2CCOCC2)n1 | -1 | 4 | -4 | 0 | 7 | -0.5 | 4 | 2 | -1 | -2
COc1ccc(OCCSCc2nnc(NC(=O)Nc3ccc(Cl)cc3)s2)cc1 | 0 | 5 | -6 | 1 | -10 | -0.1 | 0 | -2 | -3 | 2
CCOC(=O)CC(NC(=O)C(CC)c1ccccc1)c1ccccc1Cl (stereo not given) | -1 | 0 | 1 | -3 | 0 | 0.7 | 2 | -1 | 1 | -3
Cc1ccc(NC2(C#N)C(=O)Nc3ccccc32)cc1C (stereo not given) | -7 | 0 | 1 | -2 | -2 | 0.1 | 0 | 3 | 0 | -6
O=C(CN1C(=O)c2ccccc2C1=O)NC1CCS(=O)(=O)C1 (stereo not given) | -3 | 1 | 7 | -1 | 0 | -0.1 | -1 | 2 | -1 | -6
CC1=C(C/C=C(\C)CCCC(C)CCCC(C)CCCC(C)C)C(=O)c2ccccc2C1=O (stereo not given) | -3 | 2 | 6 | 0 | -5 | -0.4 | 1 | 1 | -3 | 6
CCN(CC)c1ccc(/C=N/NC(=O)OC(C)(C)C)cc1 | -7 | 0 | 8 | -3 | -1 | -0.2 | -2 | -2 | -4 | -3
NS(=O)(=O)c1ccc(N=Cc2ccc(Br)s2)cc1 | -10 | 10 | 4 | -3 | 4 | -0.7 | -3 | 2 | -4 | 6
COCCNC(=O)c1nc2c(nnn2Cc2cc(C)ccc2C)c(=O)[nH]1 | 1 | -4 | 1 | 1 | -24 | -0.7 | -6 | 2 | 7 | -4
CCN(CC(=O)Nc1c(F)cccc1F)C(=O)CNC(=O)c1ccc(Br)o1 | 4 | 6 | 3 | -1 | -6 | 0.4 | -1 | -2 | 0 | 4
Cc1ccc(N(Cc2cc(=O)[nH]c3ccccc23)C(=O)C(C)C)cc1 | -2 | 9 | -2 | -5 | -12 | -0.6 | -2 | 0 | -1 | -6
CC(C)(C)OC(=O)N1CCCC(C(=O)Nc2ccc(C(=O)NCCc3ccccc3)cc2)C1 (stereo not given) | 4 | 2 | -2 | 3 | 3 | 0.1 | -3 | -4 | -1 | 4
COc1ccc(OC)c(NC(=O)c2cccc(NC(=O)c3ccccc3C(=O)O)c2)c1 | 2 | 3 | 4 | 1 | 3 | 0.2 | -4 | 2 | -4 | -3
CCN(CC)C(=O)C(C)OC(=O)c1ccc(O)cc1 (stereo not given) | 0 | 5 | 2 | 0 | 11 | -0.1 | 1 | -1 | -1 | 3
Cc1cc(C(=O)OCC(=O)N2c3ccccc3CC2C)c(C)o1 (stereo not given) | -4 | -1 | 3 | 4 | 0 | 0.0 | -1 | -1 | 0 | -2
CCN(CCn1cccn1)C(=O)c1cc(COc2ccc(F)cc2Cl)on1 | 0 | 0 | 6 | 1 | 5 | 0.3 | -1 | 2 | 2 | -7
CCOC(=O)C1(C)CCN1C(=O)c1ccc(SC(F)(F)F)cc1 (stereo not given) | -4 | 6 | 3 | -1 | 1 | 0.2 | -1 | -2 | 6 | 0
O=C(COc1ccc(/C=N/NS(=O)(=O)c2ccccc2)cc1)N1CCOCC1 | -2 | -3 | 3 | 0 | 5 | 0.2 | 1 | 0 | 1 | 0
O=C(Nc1ccc(Cl)cc1)[C@@H]1[C@@H]2C(=O)N(c3ccc(Cl)cc3)C(=O)[C@@H]2[C@H]2C=CC=NN21 | 4 | -8 | -6 | 6 | -4 | 1.6 | 4 | -2 | 1 | -1
c1cncc(-c2nc(NCc3cccs3)c3ccccc3n2)c1 | 0 | -3 | -9 | 5 | 0 | 0.6 | -7 | -4 | 0 | 6
Cc1ccc(CNC(=O)CS(=O)(=O)Cc2nc(-c3ccc(C)cc3)oc2C)cc1 | 3 | -6 | -6 | 6 | -3 | -0.4 | 6 | -1 | 0 | -1
N#Cc1ccc(C(=O)NC2CCCc3ccccc32)cc1 (stereo not given) | 1 | -2 | -1 | 3 | -3 | -0.7 | -2 | -3 | 7 | -2
COc1ccccc1NC(=O)c1ccc(NC(=O)Cc2n[nH]c(=O)c3ccccc23)cc1 | 1 | 2 | -4 | 1 | 7 | 2.1 | -3 | 0 | 0 | 2
Cc1cc(C)c2nc(N3CCN(C(=O)c4cccs4)CC3)sc2c1 | -2 | 2 | 5 | -3 | -3 | 0.0 | 4 | 0 | 0 | 9
CS(=O)(=O)N(CC(=O)Nc1ccccc1C(=O)N1CCOCC1)c1ccc(F)c(Cl)c1 | -2 | 3 | 1 | -1 | 2 | 0.2 | 5 | 8 | -3 | -4
Cc1c(C(=O)N2CCN(Cc3ccc4c(c3)OCO4)CC2)sc2ncnc(N3CCN(c4ccccc4F)CC3)c12 | 0 | 1 | 0 | 1 | -10 | 1.1 | 4 | -2 | 1 | -4

Source: PubChem

The order is random, and some 4.6% of all compounds hit somewhere here.
